High-throughput results (PubChem)
S1P4 antagonist – antagonists of human S1P4 receptor | O95977 | S1P4-expressing cells, antagonist mode, reporter read-out | inhibition, % at 4.98 µM | 220,000 tested, 0.26% active | AID 1510; in the data active = inhibition above about 29%;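 note: 0% = wells stimulated with agonist and 100% = vehicle wells without agonist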
Target sequence (O95977 whole entry, looked up): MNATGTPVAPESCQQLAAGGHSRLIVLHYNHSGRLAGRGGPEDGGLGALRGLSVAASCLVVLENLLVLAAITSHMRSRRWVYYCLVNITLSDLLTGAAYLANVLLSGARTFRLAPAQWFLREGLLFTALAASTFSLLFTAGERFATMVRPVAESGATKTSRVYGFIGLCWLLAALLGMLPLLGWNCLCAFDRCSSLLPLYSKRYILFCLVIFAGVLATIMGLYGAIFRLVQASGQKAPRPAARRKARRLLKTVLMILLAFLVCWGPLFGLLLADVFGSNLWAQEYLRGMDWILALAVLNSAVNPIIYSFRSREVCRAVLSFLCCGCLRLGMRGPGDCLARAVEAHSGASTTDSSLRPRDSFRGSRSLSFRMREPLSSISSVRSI
eIF4E 4G PPI – eIF4E/eIF4G interaction inhibition in translation initiation. P63073+Q04637. TR-FRET eIF4E-eIF4GI(517-606) binding, 2 h. inhibition, % at 21.7 µM. 220,000 tested, 0.37% active;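 active = inhibition above about 30%, limit read from the data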;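 note: 0% = full FRET control wells and 100% = background wells lacking eIF4GI fragment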
PGE2 EP2 inh – inhibitors of human EP2 prostaglandin E2 receptor; P43116; 260,000 tested, 0.52% active; inhibition, % at 25 µM; AID 1422; C6 glioma cells expressing human EP2, cAMP TR-FRET; cells stimulated with saturating PGE2;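 active = percent inhibition above 40 after rounding to a whole number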;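 note: rat C6 glioma host cells with rolipram phosphodiesterase inhibitor present; the protocol text gives 20 µM as final concentration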
NPY-Y2 PAM-ag – potentiators or agonists of human neuropeptide Y receptor Y2 | cells expressing NPY-Y2, potentiator/agonist read-out | activation, % at 3.6 µM | 220,000 tested, 0.45% active; in the data active = activation above about 27%;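 note: cells stimulated with NPY near EC25 plus isoproterenol at EC100; 0% = vehicle plus submaximal agonist and 100% = vehicle plus saturating agonist; some results beyond the cut were filed as inactive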
NPY-Y1 antag – NPY-Y1 (human) receptor antagonism; P25929; HEK293-CNG Y1 cells, membrane potential fluorescence; NPY at EC95, then isoproterenol; inhibition, % at 3.6 µM; 200,000 tested, 1% active; AID 1040;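 active = inhibition above the campaign mean inhibition of all tested compounds plus 3 SD, cut at about 20% in these data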;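 note: 0% = DMSO wells given NPY plus isoproterenol and 100% = isoproterenol alone without NPY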
Target sequence (P25929 whole entry, looked up): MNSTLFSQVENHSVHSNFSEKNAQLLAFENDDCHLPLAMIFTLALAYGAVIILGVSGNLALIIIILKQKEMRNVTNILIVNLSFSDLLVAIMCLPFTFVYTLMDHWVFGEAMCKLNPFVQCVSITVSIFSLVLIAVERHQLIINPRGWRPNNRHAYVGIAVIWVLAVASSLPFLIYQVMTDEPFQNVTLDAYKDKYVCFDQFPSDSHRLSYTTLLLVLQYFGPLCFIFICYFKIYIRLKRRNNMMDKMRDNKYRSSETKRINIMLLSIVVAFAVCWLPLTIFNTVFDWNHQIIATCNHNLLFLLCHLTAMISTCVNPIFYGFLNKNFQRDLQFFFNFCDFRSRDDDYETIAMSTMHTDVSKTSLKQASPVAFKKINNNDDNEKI
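Test system – HEK293 Y1/CNG channel cell line · Also added – NPY agonist 25 nM, then isoproterenol 1 µM plus Ro 20-1724 25 µM · Compound dosing – one concentration, 3.6 µM, in 0.4% DMSO · Schedule – compound incubation 1 h at room temperature, readout 45 min post-stimulation · Technique – fluorescence, membrane potential probe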
S1P4 ag – human S1P4 receptor agonism. activation, % at 4.98 µM. 220,000 tested, 0.35% active. AID 1509. O95977. S1P4-expressing cell line, agonist reporter assay; in the data active = activation above about 11%;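 note: 0% = DMSO vehicle and 100% = reference agonist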
NPY1 pot ag – potentiates or activates human NPY-Y1 receptor; P25929; NPY-Y1 expressing cells, potentiator/agonist activation; activation, % at 3.6 µM; 220,000 tested, 0.37% active; in the data active = activation above about 33%, passing the limit was not always enough;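 note: cells stimulated with NPY at EC10 then isoproterenol at EC100; 0% = low agonist plus stimulus and 100% = saturating agonist plus stimulus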
EP2 mod – modulates human prostaglandin E2 receptor EP2 signaling | EP2-expressing cells, cAMP HTRF FRET, PGE2 co-stimulation | induction, % at 25 µM | 260,000 tested, 0.83% active;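 active = compounds whose cAMP rise, as percent of the full-agonist control response, exceeds 60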;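 note: rat C6 glioma line stably carrying human EP2 under a CMV promoter; the protocol text gives 20 µM as final concentration; 100% = response of wells given 1 µM PGE2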
p97 ATPase inh – blocks human p97 ATPase activity; P55072; recombinant p97 ATPase, Kinase-Glo ATP luminescence, 3 h; inhibition, % at 8 µM; 220,000 tested, 0.42% active; AID 1481; in the data active = inhibition above about 15%;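 note: 0% = DMSO vehicle and 100% = wells lacking enzyme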
An asterisk follows results filed as active; nt = no result given; & = joins results of further samples; [ ] = remark or other dose. Some of the compounds tested; the hit share may differ from the screen's.

SMILES	S1P4 antagonist	eIF4E 4G PPI	PGE2 EP2 inh	NPY-Y2 PAM-ag	NPY-Y1 antag	S1P4 ag	NPY1 pot ag	EP2 mod	p97 ATPase inh
O=C(Nc1ccc(-c2nnc(-c3ccccc3)o2)cc1)c1ccc(Br)o1	-52	nt	19	-23	3	4.4	-10	nt	-3
CCOc1ccccc1OCCOCCOc1c(Cl)cccc1Cl	-2	9[fluorescence artefact?]	13	-12	14	0.8	-43	33	-1
Cc1ccc2sc(C)[n+](CCO)c2c1	14	-8	12&8	14	3	1.1	-5	17&0	-2
Cc1nc(NC(=O)CSc2nnc(-c3ccc4c(c3)OCO4)o2)c(Cl)cc1Cl	-6	10	0	-7	3	-0.2	14	-7	1
CCc1nnc(NC(=O)c2cccc(S(=O)(=O)N3CC(c4ccccc4)CC3=O)c2)s1 (configuration not stated)	-4	-1	5	3	-1	-3.5	24	-5	-10
COc1ccc(NC2CC(=O)N(C)C2=O)cc1 (configuration not stated)	-13	-3	6	-3	-3	0.8	25	0	5
N#C/C(C(=O)c1ccccc1)=C1/SC=C(N)N1c1ccccc1	-21	0[fluorescence artefact?]	12	4	-1	-0.1	-20	17	3
CC(Oc1ccccc1)C(=O)N1CCN=C1SCc1ccc(F)cc1 (configuration not stated)	4	-2	6	-19	nt	1.5	6	-20	-5
CCN=C1NN=C(c2cc(C)n(Cc3ccco3)c2C)CS1	-6	-4	10	6	1	-0.5	22	-21	7
CCn1cc(Br)c(C(=O)NN)n1	-13	1	4	0	-2	1.5	-6	2	2
COc1ccc(CCNc2oc(-c3ccco3)nc2C#N)cc1	0	-1	5	-13	9	-0.2	-4	-12	1
Cc1ccc(N(C(=O)Cn2nnc(-c3ccccc3)n2)C(C(=O)NC2CCCCC2)c2ccccn2)cc1C (configuration not stated)	-29	2	10	6	7	0.2	-5	40	-2
CCSc1nnc2c(n1)[nH]c1c(C)cccc12	-8	-7	12	19	-9	0.5	17	-9	6
O=C(Nc1ncccn1)c1cc([N+](=O)[O-])cc([N+](=O)[O-])c1	0	0	8	8	6	1.0	-2	16	-4
CS(=O)c1ccccc1COC(=O)Nc1ccccc1 (configuration not stated)	-28	0	5	7	0	0.8	-9	8	6
CCOC(=O)C1=C(C)N(CCCC(=O)O)C(=O)NC1c1ccc(OC)cc1 (configuration not stated)	13	-2	15	1	5	0.7	10	10	7
CCOc1ccc(NC(=S)N2CCC(N(C)CC3CCCO3)CC2)cc1 (configuration not stated)	-8	-3	10	8	-2	0.5	-31	9	4
O=C(CN1CCC(n2nnc3cc(F)ccc32)CC1)N1CCCc2ccccc21	6	5	5	3	2	-0.5	-10	-5	4
O=C(O)CC12CC3CC(C1)CC(n1ncc(NCc4ccc(F)cc4Cl)c(Cl)c1=O)(C3)C2	7	0	7	9	-2	-0.2	7	19	-1
Cc1cc(C(=O)Nc2ccc(C(=O)O)cc2)c(-c2ccccc2)o1	-4	-11	9	12	-1	-0.9	-7	15	-5
O=S(=O)(c1ccc(OCC(O)CN2CCN(c3ccccc3)CC2)cc1)N1CCOCC1 (configuration not stated)	-40	6	9	-6	0	-0.5	-25	2	1
O=C1C2C3C=CC(C3)C2C(=O)N1/N=C/c1cc(Br)cc([N+](=O)[O-])c1O (configuration not stated)	-10	5	12	-12	3	-1.2	-12	-3	4
COc1cccc(C(=O)Nc2cccnc2)c1OC	-2	0	3	1	2	-0.8	3	2	-1
COc1ccc(C(=O)Nc2ccc(NC(=O)C(C)C)nc2)cc1	-29	0	5	10	1	-1.4	-5	-34	6
Cc1ccc(NC(=O)CSCC#N)cc1Cl	-8	1	6	5	0	-0.8	9	8	6
Cc1c(/C=N/NC(=O)C2(O)c3ccccc3-c3ccccc32)cnn1C	6	6	6	-7	-8	0.8	-5	-13	-1
O=C(NCCc1ccccc1)C1CCN(C2CCN(Cc3ccc(CO)o3)CC2)CC1	-4	3	16	9	2	0.1	26	11	3
O=C(CSc1nc2ccccc2c(=O)n1NC(=O)Cc1ccccc1)NCCc1ccccc1	-18	2	6	-4	1	0.2	1	7	-5
CCOc1ccc(-c2nn(-c3ccccc3)cc2/C=C(\C#N)S(=O)(=O)c2ccccc2)cc1C	-12	-3[fluorescence artefact?]	17	-1	-2	-0.9	-14	-7	-2
CC(=O)c1ccc(N=C2SCCCN2C(=O)C2CCCCC2)cc1	4	-2	1	10	-3	1.8	2	-18	-6
O=c1cc[nH]c2cccc(Cc3ccccc3)c12	-2	11	8	-5	7	0.3	-23	6	8
Cc1cc(C)c2cc(C#N)c(SCC(=O)Nc3ccc4c(c3)OCO4)nc2c1	11	-4	15	11	nt	-0.7	-23	8	1
CCO[C@@H]1OC(C(N)=O)=C[C@H](c2ccc3c(c2)OCO3)[C@H]1CCCO	6	1	3	6	-7	-1.3	13	22	5
Cc1ccc(NC(=O)c2c(C)nc3ccccn23)cc1C	3	-1	7	-7	-1	-1.9	-18	-15	-1
COC(=O)/C(=N/Nc1ccc(C)cc1)N1CCCc2ccccc21	-11	0	3	-6	29*	2.9	1	-3	-1
Cc1cc(C(=O)CSc2nc3ccc(Cl)cc3[nH]2)c(C)n1C	7	-11	8	-3	5	0.9	4	-64	6
CCC(Sc1nnc2c3ccccc3n(CC)c2n1)C(=O)Nc1sc2c(c1C#N)CCCC2 (configuration not stated)	-22	3	13	10	0	-2.7	1	26	4
Cc1cccc(C)c1N1CC(=O)N(c2c(C)cccc2C)CC1=O	3	5	16	-5	-1	-0.4	27	-4	4
Cc1cc2nc(CSc3ccccc3)cc(=O)n2[nH]1	-7	-3	6	15	8	1.0	7	22	7
O=C(C1CCC1)N1CCc2cc(S(=O)(=O)NCc3ccco3)ccc21	2	-2[fluorescence artefact?]	14	-21	10	0.4	-11	8	-2
O=C(CNC(=O)C12CC3CC(CC(C3)C1)C2)N/N=C\c1ccccn1	-4	1	10	5	4	0.8	13	-1	5
CCC(C)(C)n1nnnc1C(c1ccccc1)N1CCN(Cc2ccccc2)CC1 (configuration not stated)	-16	1	6	-14	11	1.6	-4	-1	-3
Cn1c(SCc2ccc([N+](=O)[O-])cc2)nc2c(c1=O)SCC2	-9	2	3	-13	7	-3.3	-5	-5	4
COc1ccc(C(=O)CSc2nnc(CN3CCCC3)n2-c2ccc(F)cc2)c(OC)c1	-10	-4	8	-5	7	-0.1	-18	9	-7
CN(Cc1ccccc1)C(=O)CCn1c(=O)oc2ccccc21	-13	5	14	-3	0	0.6	-13	9	-3
COc1cc(N2CCCC2)ccc1[N+](=O)[O-]	-10	0	10	0	-1	1.2	-9	11	3
CCOC(=O)Cn1c(=NC(=O)c2cccs2)sc2cc(C(=O)OC)ccc21	-30	-3	7	-4	-3	2.3	3	15	-6
O=C(CN1C(=O)NC2(CCCC2)C1=O)N1CCN(S(=O)(=O)c2ccccc2)CC1	-17	-6	6	0	-5	1.1	8	4	0
CC(CCc1ccccc1)NC(=O)C(=O)N1CCOCC1 (configuration not stated)	-28	1	14	-5	1	0.3	5	9	-3
COc1ccc(-n2nc3c(c2NC(=O)c2cc(Br)ccc2Cl)CS(=O)C3)cc1 (configuration not stated)	-15	-1[fluorescence artefact?]	3	-12	-2	-2.1	-13	21	-6
Fc1ccc(N/N=C2/CCSc3sccc32)c(F)c1	1	2	18	-14	nt	-0.1	1	-5	6
O=C(COc1ccccc1[N+](=O)[O-])Nc1cc(C(=O)O)cc(C(=O)O)c1	0	1	6	0	2	-0.3	20	25	1
Cc1ccc([N+](=O)[O-])c(C(=O)Nc2cccnc2Cl)c1	-7	-2	3	-17	3	2.3	-25	-8	-3
Cc1c(C(=O)Nc2ccc(F)cc2)cn2c(nc3ccccc32)c1C#N	-28	2	11	-37	nt	0.4	-39	19	4
O=C(/C=C/c1ccccc1Cl)NCCN1CCOCC1	-4	-1	11	2	5	1.6	-13	7	2
Cc1c(Br)c([N+](=O)[O-])nn1CC(=O)Nc1ccc(C(N)=O)cc1	-31	2	5	1	1	1.3	-4	13	-4
O=S(=O)(Nc1ccn(-c2ccccc2)n1)c1ccc(Br)cc1	-5	3	11	-15	11	-0.1	-14	-7	2
CCC1(O)c2ccccc2-c2ncccc21 (configuration not stated)	-12	10	19	-7	11	0.5	-3	-5	0
Cc1cc(N2CCCC2)nc(-c2ccccc2O)n1	-9	-19	11	-24	5	1.6	2	53	-1
CCNc1nc(NCC)nc(N(CC)C(N)=S)n1	12	4	7	4	nt	0.1	-13	17	12
